Vif-APOBEC3G blk = inhibitors of Vif-APOBEC3G interaction; Q9HC16; HeLa A3G-eYFP + Vif (tagged APOBEC3G with the HIV-1 protein that degrades it), YFP fluorescence, overnight; Potency, µM (series often up to 46.1 µM), for the others: at the top dose activity, negative = active, actives largely listed as inhibitors; 0.076% of 410,000 active; AID 602310;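 further: potency means the concentration at half of the fitted maximal effect; on the % scale 0 is the no-effect control and ±100 the full control effect; nearly all actives have a fitted effect of over 60% in size; hits raise eYFP signal because A3G escapes Vif-driven loss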
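Read-out is eYFP fluorescence (Ex 488/Em 500-530) from Vif-expressing HeLa A3G-eYFP cells; more signal means A3G escaped Vif-mediated degradation. Cells plated overnight, compound pinned in, incubated overnight at 37 deg C.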
Vif-APOBEC3F blk = Vif-A3F binding inhibition; 0.2% of 390,000 active; Potency, µM (series often up to 46.1 µM), for inactives: top-dose activity, negative = active; HeLa A3F-eYFP + Vif (tagged APOBEC3F with the HIV-1 protein that degrades it), YFP fluorescence increase; further: potency means the concentration at half of the fitted maximal effect; % of control where 0% means no effect; nearly all actives have a fitted effect of over 65% in size
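HeLa cells stably expressing Vif plus C-terminally eYFP-tagged A3F were seeded, incubated overnight at 37 deg C, dosed with compound, incubated overnight again at 37 deg C. Yellow fluorescence (Ex 488/Em 500-530) reported blocked Vif-mediated A3F-eYFP degradation.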
TrxR1 inh = blocks rat thioredoxin reductase 1; O89049; recombinant rTrxR1, NADPH fluorescence consumption, selenite substrate; Potency, µM (top dose mostly 114 µM), for the others: at the top dose activity change, negative = inhibition, most hits filed as inhibitors; 1% of 390,000 active; further: potency means the concentration at half of the fitted maximal effect; on the % scale 0 is the no-effect control and ±100 the full control effect; nearly all actives have a fitted effect of over 65% in size
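Rat TrxR1 (90 nM in the dispensed reagent) was pre-reduced with 400 uM NADPH for 5 min at room temperature, then incubated with compound for 15 min. After 400 uM selenite was added, NADPH fluorescence (Ex 340/Em 450 nm) was followed for 8 min.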
TrxR1 substrate = substrates of rat thioredoxin reductase 1; 0.01% of 390,000 active; AID 588456; purified TrxR1 substrate turnover, NADPH consumption readout; O89049; Potency, µM (doses to about 114 µM), for the others: at the top dose activity change, negative = substrate turnover; further: potency means the concentration at half of the fitted maximal effect; on the % scale 0 is the no-effect control and ±100 the full control effect; nearly all actives have a fitted effect of over 50% in size
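Rat TrxR1, dispensed at 90 nM, was prereduced with 400 uM NADPH (final) for 5 min at ~22 deg C, then incubated with compound 15 min before 400 uM selenite. A first-read NADPH fluorescence drop versus no-compound background flagged substrates.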
LDHA inh = LDHA (human) enzyme inhibition; P00338; 0.15% of 480,000 active; purified LDHA, NADH/diaphorase-resazurin fluorescence; hits give low values; activity change, % (values are at about 110 or 230 µM); in the data active means activity change below about -30%; inconclusive means mostly about -25% to -30%;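 further: plate controls were DMSO wells for no effect and wells without enzyme for full effect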
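Enzyme activity of human lactate dehydrogenase 5 (2 nM; 0.06 mM NADH, 0.2 mM pyruvate, 5 min, RT) is measured via a resazurin/diaphorase fluorescence readout of residual NADH.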
GRP78 ERSR act = inducers of ER stress response in human glioma cells; U87-MG GRP78 promoter luciferase reporter, 16 h; 0.02% of 420,000 active; Potency, µM, for the others: at the top dose activation, actives largely listed as activators; further: potency means the concentration at half of the fitted maximal effect; series mostly up to about 76 µM; % of control where 0% means no effect; nearly all actives have a fitted effect of over 35% in size
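Stably transfected U87-MG glioma cells carrying a GRP78-based luciferase sensor; 16 h compound incubation. Luminescence end-point read 10 min after Bright-Glo addition at room temperature.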
RGS4 inh = blocks human RGS4-accelerated GTP hydrolysis; Transcreener GDP fluorescence polarization, RGS4-accelerated GTP hydrolysis; Potency, µM (series often up to 114 µM), without a hit: at the top dose activity change, negative = inhibition, actives largely listed as inhibitors; 0.039% of 390,000 active; AID 504845; further: potency means the concentration at half of the fitted maximal effect; on the % scale 0 is the no-effect control and ±100 the full control effect; nearly all actives have a fitted effect of over 75% in size; some results filed as inactive show a strong effect at the top dose
Target sequence (P49798 whole entry, looked up): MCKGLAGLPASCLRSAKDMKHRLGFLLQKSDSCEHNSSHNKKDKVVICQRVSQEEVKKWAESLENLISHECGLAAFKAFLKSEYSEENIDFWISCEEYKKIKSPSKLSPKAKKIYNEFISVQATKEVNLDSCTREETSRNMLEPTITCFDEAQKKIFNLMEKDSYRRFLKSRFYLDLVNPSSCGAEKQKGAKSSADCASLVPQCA
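MLSMR compounds (23 nl, pin-transferred) preincubated 10 min at room temperature with a 500nM (2x) first reagent, then RGS4 at 900nM (2x) plus Transcreener GDP mix added; fluorescence polarization (620/688 nm) read before and after 90 min at 30 °C.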
USP1-UAF1 inh = blocks the human USP1/UAF1 deubiquitinase complex; O94782; Potency, µM (series often up to 57.1 µM), for inactives: at the highest dose activity change, negative = inhibition, most hits filed as inhibitors; recombinant USP1/UAF1, Ub-Rhodamine cleavage fluorescence; 0.23% of 390,000 active; further: potency means the concentration at half of the fitted maximal effect; on the % scale 0 is the no-effect control and ±100 the full control effect; nearly all actives have a fitted effect of over 60% in size; inactives centre near -12
Target sequence (O94782 whole entry, looked up): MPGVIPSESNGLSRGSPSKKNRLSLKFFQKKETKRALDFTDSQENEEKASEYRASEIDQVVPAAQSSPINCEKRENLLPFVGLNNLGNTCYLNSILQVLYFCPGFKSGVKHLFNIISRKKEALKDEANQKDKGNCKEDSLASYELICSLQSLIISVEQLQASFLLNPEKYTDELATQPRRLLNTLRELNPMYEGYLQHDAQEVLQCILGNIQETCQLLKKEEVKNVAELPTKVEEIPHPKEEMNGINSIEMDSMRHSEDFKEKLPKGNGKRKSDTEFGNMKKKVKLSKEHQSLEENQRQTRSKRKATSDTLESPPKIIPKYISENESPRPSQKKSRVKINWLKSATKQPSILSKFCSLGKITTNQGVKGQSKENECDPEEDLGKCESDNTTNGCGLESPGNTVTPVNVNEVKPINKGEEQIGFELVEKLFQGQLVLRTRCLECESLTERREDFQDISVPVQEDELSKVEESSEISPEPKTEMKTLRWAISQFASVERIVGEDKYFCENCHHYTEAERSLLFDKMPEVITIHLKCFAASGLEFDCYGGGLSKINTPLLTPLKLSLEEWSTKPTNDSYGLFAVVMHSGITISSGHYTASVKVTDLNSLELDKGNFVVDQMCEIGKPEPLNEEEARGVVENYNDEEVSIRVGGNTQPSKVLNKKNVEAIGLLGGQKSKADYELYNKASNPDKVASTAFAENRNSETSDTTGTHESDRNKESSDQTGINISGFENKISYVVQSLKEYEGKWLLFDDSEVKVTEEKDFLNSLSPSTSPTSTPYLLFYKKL
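In this screen, compounds sit with the deubiquitinase complex (1nM) for 15 min at room temperature before Ub-Rho is added at 150nM final. Fluorescence rise is then followed for 6 reads every 60 seconds.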
mIDH1 inhibitor = blocks human mutant IDH1 R132H enzyme; O75874; IDH1-R132H enzyme, NADPH consumption, diaphorase/resazurin fluorescence; Potency, µM (doses to about 76.6 µM), without a hit: top-dose activity change, negative = inhibition, usual class: inhibitors; 0.093% of 390,000 active; AID 602179; further: potency means the concentration at half of the fitted maximal effect; on the % scale 0 is the no-effect control and ±100 the full control effect; nearly all actives have a fitted effect of over 65% in size
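IDH1-R132H (0.5 ug/mL dispensed) in pH 7.5 Tris buffer was preincubated 30 min with compound, then given a substrate mix of 0.016 mM NADPH and 2 mM alpha-KG for 80 min at room temperature; remaining NADPH was read by diaphorase/resazurin fluorescence.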
* hit, by the source's call; ? = inconclusive; · = not tested or not shown; & = joins results of further samples; [ ] = dose if it differs, or a comment. Unless noted, the call rests on the fitted dose curve; in most records, active means well fitted curve in the direction sought with a large enough effect; inconclusive means small, poorly fitted or top-dose-only effect, or another doubt; inactive means no such curve, though single readings can be large; an effect the other way counts as inactive or inconclusive. This is a subset (hit frequency here may not be typical).

SMILES	Vif-APOBEC3G blk	Vif-APOBEC3F blk	TrxR1 inh	TrxR1 substrate	LDHA inh	GRP78 ERSR act	RGS4 inh	USP1-UAF1 inh	mIDH1 inhibitor
O=C(OCCOc1ccccc1)c1cc(S(=O)(=O)N2CCOCC2)ccc1Cl	2%	-1%	25%	-3%	-7	-3%	-4%	-24%	-2%
O=C(NCc1ccc2c(c1)OCO2)c1ccc2snnc2c1	-2%	7%	16%[57.1 µM]	15%[57.1 µM]	-4	0%	-19%	-13%	7%
Cc1ccc(S(=O)(=O)Nc2ccccc2C(=O)Nc2sccc2C(=O)NN(C)C)cc1	0%	0%	17%[57.1 µM]	-1%[57.1 µM]	0	5%	-18%	-25%	1%
COCCNC(=O)c1cc(S(=O)(=O)N(C)C2CCCCC2)ccc1Cl	0%	0%	·	·	2	-5%	·	-13%	11%
Cc1ccc(C)c(Cn2nnc(C(=O)Nc3ccc4c(c3)OCCO4)c2N)c1	-10%	3%	-1%	-3%	-11	8%	19%	-11%	3%
Cc1cc(NC(=O)c2cnn3c(C(F)(F)F)cc(-c4ccc(Br)cc4)nc23)no1	-1%	-3%	20%	4%	-15	-5%	-2%	-6%	1%
Cc1cc(C)cc(N2C(=O)C3C4C=CC(C4)C3C2=O)c1 (stereo not given)	0%	-7%	5%	3%	-4	-5%	-39%	-16%	1%
COc1ccc(-c2cc3cc(OC)c(OC)cc3c(C)n2)cc1	0%	11%	16%	50%[activator]	6	2%	10%	-11%	6%
CN(C)c1ccc(/C=C/c2ccc3ccccc3n2)cc1	-19%&-23%	?	5%&9%	-1%&-5%	-3&-2	-15%&-10%	0%	?	-4%
O=C(COC(=O)/C=C/c1ccc(Cl)cc1)NCCC1=CCCCC1	0%	-4%	13%[57.1 µM]	9%[57.1 µM]	-14	-4%	-3%	-18%	5%
O=C(COc1ccc2ccccc2c1)N[C@@H](C(=O)O)c1ccc(O)cc1	-3%	-6%	6%[57.1 µM]	5%	-3	-1%	-34%	-15%	-7%
Cn1cc(C=C2C(=O)OC3(CCCCC3)OC2=O)c2ccccc21	-3%	12%	14%[11.4 µM]	1%[11.4 µM]	-9	-1%	1%	-17%	16%
CCN(CC)CCC(O)(c1ccccc1)C1CCCCC1 (stereo not given)	-3%	1%	12%	-2%	-11	-2%	16%	-4%	3%
CCCC(=O)c1cc2c(cc1NC(=O)c1ccccc1F)OCCO2	-1%&-3%	-3%&4%	13%	3%	-8&-8	-3%&-3%	43%&8%	-23%&-25%	-15%&12%
Cc1ccc(CNC(=O)c2ccc(COc3ccccc3)cc2)cc1	1%	-11%	-3%	-4%	1	-3%	-16%	-10%	3%
OC[C@H]1O[C@@H](n2cnc3c(NCc4ccco4)ncnc32)[C@H](O)[C@@H]1O	?	?	-21%	-3%	-8	-5%&-6%	19%	18%	2%
CCCCNC(=O)NC12CC3CC(CC(C3)C1)C2	2%	-7%	20%	4%	-4	0%	22%	9%	10%
Cc1oc2c(C)c3oc(=O)c(CCC(=O)O)c(C)c3cc2c1-c1ccccc1	1%	-14%	1%	1%	-12	15%	-15%	-8%	23µM*
Oc1ccc(Cl)cc1-c1cc(-c2ccco2)[nH]n1	?	6%	-4%[57.1 µM]	-6%[57.1 µM]	21	-3%	-50%[11.4 µM]	?	3%
CC(C)C1Cc2c(sc3c2c(=O)n(-c2ccccc2)c2n[nH]c(=S)n32)CO1 (stereo not given)	-1%	4%	-8%	3%	-2	1%	-34%	-23%	-3%
O=C(C[n+]1ccccc1)Nc1ccccc1[N+](=O)[O-]	-1%	11%	?	0%	-1	-3%	-22%	-6%	10%
O=C(c1ccccc1F)N(Cc1ccc2c(c1)OCO2)Cc1cc2cc3c(cc2n2nnnc12)OCO3	1%	-4%	6%	5%	-4	1%	10%	-4%	2%
COc1ccccc1OCCn1c(=O)sc2ccccc21	2%	1%	17%[57.1 µM]	4%[57.1 µM]	-6	1%	15%	2%	0%
CCOC(=O)c1ccc(NC(=O)c2ccc(CN3C(=O)CCn4nc(C)cc43)cc2)cc1	-3%	-9%	17%	12%	-2	0%	-29%	-11%	-7%
COc1cccc(/C=C/C(=O)OCC(=O)Nc2nnc(-c3ccccc3)o2)c1OC	0%	-17%	2%[57.1 µM]	3%[57.1 µM]	0	-3%	3%	-5%	5%
Additional compounds follow:
SMILES	Vif-APOBEC3G blk	Vif-APOBEC3F blk	TrxR1 inh	TrxR1 substrate	LDHA inh	GRP78 ERSR act	RGS4 inh	USP1-UAF1 inh	mIDH1 inhibitor
N#CCCN(C(=O)COC(=O)CCc1c[nH]c2ccccc12)c1ccccc1	5%	8%	-2%	-5%	-3	-2%	-21%	-2%	-2%
COc1ccc(Cl)cc1C(=O)NCCCn1ccnc1	2%	0%	8%[57.1 µM]	9%[57.1 µM]	-9	-1%	19%	-3%	2%
CCC1CN(C(=O)N2CCC(C(=O)N3CCN(c4ccccc4)CC3)CC2)c2ccccc2O1 (stereo not given)	-3%	-9%	8%	-2%	-3	-4%	10%	-4%	-12%
CC(=O)NCCc1ccc(C(=O)COC(=O)c2ccc(C)s2)cc1	1%	-3%	·	·	-11	4%	·	-4%	16%
CC(C)(C)C(=O)NNc1nc(-c2ccccc2)c2cc(Br)ccc2n1	-8%	3%	6%[57.1 µM]	-3%[57.1 µM]	-10	-3%	-24%	-20%	-9%
CC(=O)N1CCN(C(=O)c2cccc(S(=O)(=O)N3CCOCC3)c2)CC1	2%	1%	10%[57.1 µM]	-7%[57.1 µM]	-4	-3%	-21%	?	2%
O=CN1CCN(C(=O)C(=O)c2cn(CC(=O)N3CCCCC3)c3ccccc23)CC1	-4%	1%	-8%	-11%	-1	4%	6%	-22%	-5%
O=[N+]([O-])c1cccc(N=Nc2ccc(O)cc2O)c1	0%	-6%	-3%[2.29 µM]	-3%[2.29 µM]	5	-1%	13%	?	17%
COc1ccc(C2N(c3ccccn3)C(=O)C3CCCN32)c(OC)c1 (stereo not given)	-7%	0%	-2%	2%	-6	-4%	13%[56.9 µM]	-17%	2%
CCO/C=C1/C(=O)N(CC)c2ccccc21	0%	-7%	6%	13%[57.1 µM]	1	-5%	2%[11.4 µM]	-8%	-5%
Cc1cc(C)nc(NS(=O)(=O)c2ccc(NC(=O)NC3CCCCC3)cc2)n1	-3%	-9%	9%	6%[57.1 µM]	0	-5%	9%	-7%	0%
COc1cccc(C(C(=O)NC2CCCCC2)N(CCN2CCOCC2)C(=O)C2COc3ccccc3O2)c1 (stereo not given)	1%	7%	20%[57.1 µM]	10%[57.1 µM]	-4	-1%	25%	-12%	2%
CCOC(=O)c1c(C)oc2nc(C)nc(N3CCN(c4ccccc4F)CC3)c12	2%	-2%	14%	-5%	-21	-4%	15%	-16%	-23%
Cn1c(-n2cccc2)c(-c2c(-c3ccccc3)[nH]c3c2c(=O)n(C)c(=O)n3C)c(=O)n(C)c1=O	3%	-8%	-5%	-9%	-10	-3%	11%	?	7%
CCOc1ccccc1CNC(=O)c1ccc2nc(N3CCOCC3)sc2c1	-3%	0%	-8%	-4%	-2	-4%	-18%	-20%	4%
Cc1ccc(N2C(=O)c3ccccc3C2(O)c2ccccc2)cc1 (stereo not given)	-5%	-5%	6%[57.1 µM]	-5%[57.1 µM]	-3	1%	-19%	-16%	8%
CSC(=Nc1ccccc1)N=C(SCc1ccccc1)N(C)C	?	10%	0%[11.4 µM]	1%[11.4 µM]	-8	-14%	?	-11%	-7%
OCC1(Cc2cccc(C(F)(F)F)c2)CCN(Cc2cc(F)cc(F)c2)CC1	-1%	-33%	-13%	-11%	3	-5%	8%	-18%	-5%
COc1ccccc1CNC(=O)CSc1nnc(C)c2c(C)n(-c3ccccc3)nc12	?	-5%	20%	-4%	-4	-4%	8%	-8%	0%
CSCC[C@H](NC(=O)CCNC(C)=O)c1nc2ccccc2[nH]1	1%	11%	15%[57.1 µM]	6%[57.1 µM]	-3	-6%	-19%	-9%	-1%
CC(C)(C)c1ccc(OCCC(=O)OCC(=O)NCc2ccccc2)cc1	-1%	6%	-19%	-9%	2	-10%	-13%	-22%	8%
Cc1ccc(-c2nnc(SCc3ccccc3C#N)o2)cc1	-2%	-1%	4%	0%	-8	-2%	-3%	-21%	4%
CN(C)c1ccc(NC(=O)c2cn(-c3ccccc3)nc2-c2cccs2)cc1	-1%	-5%	-3%	-6%	-9	4%	2%	-22%	0%
CCOc1cc(/C=N/NC(=O)Cn2nc([N+](=O)[O-])cc2C)ccc1OCc1ccc(F)cc1	-28%	·	27%	-2%	-12	-5%	11%	7%	-8%
COc1cc(C(C#N)N2N=C(c3ccccc3)CC2c2ccccc2)ccc1O (stereo not given)	-3%	-5%	-22%	-12%	1	15%	-3%	-30%	1%
COc1ccc(N2CCN(C(=O)CN(c3ccc(OC)cc3)S(=O)(=O)c3ccccc3)CC2)cc1	4%	6%	-5%	-5%	1	0%	-17%	-18%	5%

Screening results: PubChem, National Center for Advancing Translational Sciences (NCATS)
